# TDP2 inh = human TDP2 enzyme inhibitors, primary screen, biochemical, epi absorbance, recombinant enzyme. Tyrosyl-DNA phosphodiesterase 2 (Homo sapiens), O95551. T5PNP hydrolysis, p-nitrophenol absorbance 415 nm. inhibition, % at 12.8 µM. actives 0.34% (n = 370,000);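 active = inhibition above the mean of all tested compounds plus 3 SD, set per campaign, cut at about 25% in these data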;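 also: 0% = DMSO with enzyme and 100% = buffer with substrate but no TDP2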
#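 System – recombinant human TDP2 · Quantity – TDP2 enzyme at 120 nM final · Doses – single concentration, 12.8 µM nominal, with 1% DMSO · Incubation – 2 h at 37 °C · Measured by – epi absorbance of p-nitrophenol freed from T5PNP by hydrolysis · Read-out – % inhibition relative to enzyme-containing and enzyme-free wells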
# proKLK7 act = proKLK7 zymogen activators, primary screen, biochemical, fluorescence intensity | AID 652039, 2013 | actives 0.9% (n = 370,000) | purified proKLK7, EDANS-DABCYL substrate fluorescence; 100% is mature enzyme control, 0% vehicle | activation, % at 7 µM | Kallikrein-7 (Homo sapiens), P49862;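 active = activation above the mean of all tested compounds plus 3 SD, computed per campaign excluding outliers beyond control limits, cut at about 13% in these data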
# Target sequence (P49862 whole entry, looked up): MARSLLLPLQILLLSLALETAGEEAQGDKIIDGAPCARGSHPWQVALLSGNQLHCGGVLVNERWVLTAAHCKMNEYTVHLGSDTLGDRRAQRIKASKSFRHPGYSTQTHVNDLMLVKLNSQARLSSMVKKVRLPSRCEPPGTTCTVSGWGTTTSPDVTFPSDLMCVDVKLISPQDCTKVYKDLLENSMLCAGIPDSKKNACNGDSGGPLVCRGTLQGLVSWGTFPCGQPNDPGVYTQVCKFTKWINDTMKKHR
# DDE Tn7 FP inh = inhibitors of Tn7 peptide binding to fibrin DD(E), primary screen, biochemical, fluorescence polarization, human fibrin, Tn7 probe. Fibrinogen beta chain (Homo sapiens), P02675. actives 0.13% (n = 370,000). inhibition, % at 8.3 µM. FP displacement of FITC-Tn7 peptide from fibrin DD(E); 0% = median of compound wells per plate;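 active = inhibition above the mean of compounds falling within the control limits plus 3 SD of them, cut at about 14% in these data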;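 also: 0% = plate median of compound wells and 100% = 10 µM Aha-Tn7 peptide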
# Target sequence (P02675 whole entry, looked up): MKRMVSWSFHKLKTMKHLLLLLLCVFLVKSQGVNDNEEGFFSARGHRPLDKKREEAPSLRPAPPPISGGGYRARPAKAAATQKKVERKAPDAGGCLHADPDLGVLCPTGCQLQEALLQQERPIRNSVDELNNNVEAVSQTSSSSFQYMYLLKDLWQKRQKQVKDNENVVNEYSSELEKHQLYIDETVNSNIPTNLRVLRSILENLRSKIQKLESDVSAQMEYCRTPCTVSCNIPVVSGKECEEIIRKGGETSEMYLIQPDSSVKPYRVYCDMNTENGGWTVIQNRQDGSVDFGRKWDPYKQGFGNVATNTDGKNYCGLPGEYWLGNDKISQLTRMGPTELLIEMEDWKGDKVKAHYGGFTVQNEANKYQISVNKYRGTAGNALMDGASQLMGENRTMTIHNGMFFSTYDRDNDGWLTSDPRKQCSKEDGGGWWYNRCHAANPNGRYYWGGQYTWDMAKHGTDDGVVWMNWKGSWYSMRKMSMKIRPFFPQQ
#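 Assay system: human fibrin DD(E) protein / Input: 2 µM fibrin DD(E) / Benchmarks: high control of 10 µM Aha-Tn7 peptide / Measured by: fluorescence polarization of the labelled Tn7 tracer / Medium: Tris buffer with calcium and detergent, pH 7.8 / Timing: 10 min compound pre-incubation, 3 h probe incubation at room temperature / Repeats: one replicate per compound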
# ADAM17 inh = ADAM17 inhibitors, primary screen, biochemical, QFRET | Disintegrin and metalloproteinase domain-containing protein 17 (Homo sapiens), P78536 | actives 0.83% (n = 370,000) | inhibition, % at 6.95 µM | recombinant ADAM17, EDANS/DABCYL FRET peptide cleavage | AID 720648, 2013;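 active = inhibition above the mean of compounds lying between control limits plus 3 SD, set per campaign, cut at about 8.5% in these data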;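 also: 0% = DMSO-only wells as the low control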
# PLC-gamma1 inh = PLC-gamma1 enzyme inhibitors, primary screen, biochemical, fluorescence, purified enzyme. fluorogenic substrate. inhibition, % at 12.2 µM. actives 0.84% (n = 370,000). AID 720700, 2013; in the data active = inhibition above about 9.5%
# ADAM10 inh = human ADAM10 inhibitors, primary screen, biochemical, QFRET, HTS | recombinant ADAM10, EDANS/DABCYL FRET peptide cleavage, 3 h | inhibition, % at 7 µM | Disintegrin and metalloproteinase domain-containing protein 10 (Homo sapiens), O14672 | AID 720582, 2013 | actives 0.62% (n = 370,000);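 active = inhibition above a per-campaign cutoff equal to the mean of compounds falling between control-based bounds plus 3 SD, cut at about 20% in these data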;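 also: 0% = DMSO wells while the 100% control is not disclosed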
# DDE Tn6 FP inh = inhibitors of Tn6 peptide binding to fibrin DD(E), primary screen, biochemical, fluorescence polarization, human fibrin, Tn6 probe. Fibrinogen beta chain (Homo sapiens), P02675. Fibrin DD(E) TRITC-Tn6 fluorescence polarization displacement. inhibition, % at 8.3 µM. actives 0.21% (n = 370,000). AID 720509, 2013;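 active = inhibition above a per-campaign cutoff: mean of compounds within control limits plus 3 SD, cut at about 15% in these data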;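 also: 0% = median of all compound wells on the plate and 100% = blocking peptide control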
# ARFGAP1 inhibitor = inhibitors of rat ARFGAP1 GAP activity, primary screen, biochemical, fluorescence polarization, GDP tracer | inhibition, % at 16.5 µM | AID 651572, 2012 | actives 0.26% (n = 360,000) | ADP-ribosylation factor GTPase-activating protein 1 (Rattus norvegicus), Q62848 | Arfgap1-stimulated ARF1 GTP hydrolysis, GDP FP detection;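 active = inhibition above a per-plate limit, mean inhibition of low control wells plus 3 SD, cut at about 25% in these data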;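 also: 0% = DMSO wells with enzyme and 100% = wells lacking Arfgap1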
# Target sequence (Q62848 1-136 limits assumed): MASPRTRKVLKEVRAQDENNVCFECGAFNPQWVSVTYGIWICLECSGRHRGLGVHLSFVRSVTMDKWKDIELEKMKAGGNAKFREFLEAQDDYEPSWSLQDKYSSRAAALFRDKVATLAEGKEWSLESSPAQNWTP
#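 system = rat Arfgap1 catalytic domain, aa 1-136 | technique = FP, GDP Alexa 633 tracer displaced from anti-GDP antibody, 620/688 nm | compound = one concentration, 16.5 µM, DMSO 1.26% | medium = HEPES-based buffer, pH 7.5 | timing = compound-enzyme preincubation 20 min, reaction 120 min, detection 60 min, 25 °C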
# LEDGF integ inh = blockers of LEDGF/p75-dependent integrase strand transfer – biochemical, TR-FRET, high throughput, primary screen; TR-FRET IN-LEDGF/p75 DNA integration, Eu/Cy5; HIV-1 integrase (with human LEDGF/p75); actives 0.64% (n = 370,000); AID 743269, 2014; inhibition, % at 3.7 µM;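 active = inhibition above the screen-wide mean plus 3 SD, cut at about 13% in these data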;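 also: signal is the Cy5 over europium emission ratio at 671 and 618 nm; 0% = plate median of compound wells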
# ASAP1 GAP inh = inhibitors of human ASAP1 ArfGAP activity, primary screen, biochemical, fluorescence polarization; inhibition, % at 16.5 µM; actives 0.19% (n = 360,000); ASAP1-stimulated ARF1 GTP hydrolysis, GDP FP detection; Arf-GAP with SH3 domain, ANK repeat and PH domain-containing protein 1 (Homo sapiens), …; in the data active = inhibition above about 25%;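 also: 0% = vehicle with enzyme and substrate and 100% = no enzyme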
# An asterisk follows results filed as active; i = inactive; nt = no result given.
entry	SMILES	TDP2 inh	proKLK7 act	DDE Tn7 FP inh	ADAM17 inh	PLC-gamma1 inh	ADAM10 inh	DDE Tn6 FP inh	ARFGAP1 inhibitor	LEDGF integ inh	ASAP1 GAP inh
1	S=c1[nH]nc(-c2cc3c(s2)-c2ccccc2CC3)o1	6	39*	-2	i	i	i	-5	-5	0	-5
2	CCN(CC)CCn1c(NS(=O)(=O)c2ccc(Cl)cc2)nc2ccccc21	-7	-0.6	-4	-5	-1	-12	0	-12	0	-1
3	CC1CN(C(=O)CCCN2C(=O)c3ccccc3C2=O)CC(C)O1 (stereo unspecified)	-10	0.8	-2	4	4	5	-4	0	6	0
4	C=C(C)C(=O)N1CC2(CC(c3cccc(NC(=O)COc4ccc(Cl)cc4)c3)=NO2)C[C@@H]1C(N)=O (stereo partly specified)	2	0.7	-4	5	1	-13	-5	12	0	0
5	O=C(Cn1c(CC(=O)N2CCCC2)nc2ccccc21)NCc1ccccc1	15	0.4	1	-5	0	0	-3	5	1	6
6	COc1ccc(C(=O)Nc2ccc(S(=O)(=O)Nc3nccc(C)n3)cc2)cc1	-4	0.1	0	2	2	8	4	3	0	4
7	Cc1nc(C(=O)NCc2ccccc2)sc1C1(C)CC(c2cccc([N+](=O)[O-])c2)=NO1 (stereo unspecified)	1	-0.1	8	0	-2	9	2	2	-1	7
8	CCCN1CCC(NCc2cn(C)nc2-c2ccc(Oc3ccccc3)cc2)CC1	-7	0.4	4	-6	3	-2	4	9	-2	-10
9	C=CCn1c(SCC(=O)c2c(N)n(C)c(=O)n(C)c2=O)nc2sc(C)c(C)c2c1=O	-6	0.1	5	4	-1	0	-3	2	-1	-4
10	O=C(O)c1ccc(Nc2cnc3ccccc3n2)cc1	2	-0.1	-3	0	-3	-7	-14	6	-3	4
11	COCCCNCCOc1cc(C(C)C)ccc1C	-4	-0.7	4	0	2	-3	8	-10	0	0
12	CCN(CC)C(=O)c1sc2nc(-c3ccccc3)ccc2c1N	-4	0.6	-2	-8	-67	-18	-14	12	6	7
13	O=C(N[C@H](C(=O)N1CCC[C@H]1C(=O)NCCc1ccccc1Cl)C1CCCCC1)c1ccccc1	-8	-0.1	-4	0	5	8	0	-10	6	-2
14	O=c1n(Cc2ccccc2)nc2n1-c1ccccc1SC2	-11	0.4	-3	2	4	10	-8	5	2	-5
15	COc1ccc(C(=O)N/N=C(/C)c2cccc(NC(=O)C(F)(F)F)c2)cc1	-11	0.9	-2	3	2	11	-3	0	-2	4

# Three compounds from above, arranged by SMILES length, low to high.
entry	SMILES	TDP2 inh	proKLK7 act	DDE Tn7 FP inh	ADAM17 inh	PLC-gamma1 inh	ADAM10 inh	DDE Tn6 FP inh	ARFGAP1 inhibitor	LEDGF integ inh	ASAP1 GAP inh
11	COCCCNCCOc1cc(C(C)C)ccc1C	-4	-0.7	4	0	2	-3	8	-10	0	0
5	O=C(Cn1c(CC(=O)N2CCCC2)nc2ccccc21)NCc1ccccc1	15	0.4	1	-5	0	0	-3	5	1	6
4	C=C(C)C(=O)N1CC2(CC(c3cccc(NC(=O)COc4ccc(Cl)cc4)c3)=NO2)C[C@@H]1C(N)=O (stereo partly specified)	2	0.7	-4	5	1	-13	-5	12	0	0

# Continuation:
entry	SMILES	TDP2 inh	proKLK7 act	DDE Tn7 FP inh	ADAM17 inh	PLC-gamma1 inh	ADAM10 inh	DDE Tn6 FP inh	ARFGAP1 inhibitor	LEDGF integ inh	ASAP1 GAP inh
16	O=S(=O)(c1cccc(-c2nnco2)c1)N1CCCC1	1	0.2	-2	-1	1	-5	-6	-1	1	11
17	CCC(O)c1nc2ccccc2n1CCc1ccccc1 (stereo unspecified)	8	-0.2	-5	-1	2	3	6	-1	0	9
18	CN(C)Cc1ccc(CNC(=O)COc2ccc3ccccc3c2)cc1	-13	0.0	-4	-3	-4	-3	-3	6	-6	-3
19	C=CCOc1cccc(C2/C(=C(/O)c3ccc(F)cc3)C(=O)C(=O)N2CCN2CCOCC2)c1 (stereo unspecified)	8	1.2	-1	-3	-1	6	1	12	1	7
20	CCOc1ccc(C(=O)NCCN2CCCCC2)c(OCC)c1	6	0.0	1	0	3	-2	5	-5	-1	-1
21	CC(C)(C)OC(=O)C[C@H]1C/C=C\C[C@H](CC(=O)N(CCO)Cc2ccccc2)C(=O)N[C@@H](Cc2ccccc2)COC1=O	0	0.2	1	-1	3	-2	-2	-5	-2	6
22	O=C(NC1CCCCCC1)c1ccc(Cl)c(S(=O)(=O)N2CCOCC2)c1	1	0.1	9	0	-3	10	0	1	0	-8
23	COc1cc(C(=O)NCC2CCCO2)cc(OC)c1OC (stereo unspecified)	-2	0.2	-6	-2	0	-1	-7	2	1	12
24	O=C(/C=C/c1ccc2c(c1)OCO2)NCCSCc1ccc(Cl)cc1Cl	4	-0.2	-3	-3	-1	8	-7	22	-1	4
25	Cc1ccc(C(=O)N/C(=C/c2ccco2)C(=O)OCN2C(=O)c3ccccc3C2=O)cc1	6	0.6	6	-1	-3	-5	-1	5	0	2
26	CCN1C(=O)[C@@H]2[C@@H]3CN(S(=O)(=O)c4ccccc4C)[C@@H](c4ccc(Cl)cc4)[C@@H]3C(=O)C[C@@H]2C1=O	3	0.6	-8	2	-6	6	5	9	1	5
27	Cc1ccc(S(=O)(=O)CC(=O)N2CCCC2)cc1	-1	0.1	5	-5	1	-4	-1	4	-1	5
28	O=C(O)c1cc(S(=O)(=O)Nc2ccc(N3CCCCC3)cc2)ccc1Cl	-7	-0.1	-1	0	6	12	0	7	4	-4
29	CCc1nnc(NC(=O)CSc2nnc3nc(C)cc(C)n23)s1	4	3.3	-8	-5	-43	-12	4	9	2	-19
30	Cc1nc2ccc(C(=O)N/N=C/c3ccc(O)cc3)cc2[nH]1	-4	-2.0	2	3	-14	-2	-8	18	-7	-1
31	Cc1noc(NS(=O)(=O)c2ccc(NC(=O)CSc3ncccn3)cc2)c1C	5	0.1	8	-3	-2	-6	-1	-8	-1	4
32	CCN1CCN(C(c2cccs2)C(C)NC(=O)c2cccnc2)CC1 (stereo unspecified)	-1	0.4	5	-2	-3	1	3	0	-3	7
33	COc1cc(/C=C2\SC(=S)N(NC(=O)c3ccccc3OC)C2=O)ccc1O	-10	-0.6	1	11*	-10	19	-13	10	2	11
34	Cc1nc(SCC(=O)Nc2ccc3[nH]c(=O)[nH]c3c2)nc(C)c1C	-3	-0.5	-3	-3	0	-3	4	-8	5	8
35	O=C(CCCOc1ccccc1)Nc1ccc(Cl)c(S(=O)(=O)N2CCOCC2)c1	2	0.6	0	2	-3	0	-2	-2	-2	12
36	COc1cccc(N2CCN(CC(=O)NCc3ccco3)CC2)c1	-4	0.2	5	-3	-1	-9	-6	nt	-5	nt
37	O=C(CN(C(=O)c1csnn1)c1ccc(F)c(Cl)c1)NCc1ccc2c(c1)OCO2	4	-0.3	-3	-1	0	-7	2	-1	-2	-8
38	CCOc1ccccc1C(=O)NC1CCNCC1	-17	-0.1	3	1	-1	0	-2	-10	-3	-5
39	CC(C)NC(=O)C1=NN(c2ccccc2)C(=O)CC1	-6	0.3	-1	-2	0	-10	-7	-3	-3	0
40	CCOC(=O)C1=C(C)NC(=O)NC1/C=C\c1ccccc1 (stereo unspecified)	11	-0.3	-1	-1	1	0	0	-3	1	-8
41	COc1cc(NC(=S)NCCC(c2ccccc2)c2ccccc2)c(OC)cc1Cl	-8	-0.8	-13	9.7*	0	9	-10	14	-1	-1
42	Cc1ccc(C(=O)NCC(=O)N(C)Cc2ccccc2C)s1	-8	0.0	1	-2	0	-18	8	7	-5	-10
43	COc1ccccc1C(=O)Nc1ccc(-c2nnn(CC(=O)N3CCN(C(=O)c4ccco4)CC3)n2)cc1	10	0.5	3	-2	0	-10	-8	21	0	5
44	CCN(c1ccccc1)C1(O)C(=O)c2ccccc2C1=O	2	0.1	4	-4	2	4	-1	-6	0	2

# Whole records as entered above. Screens in order: TDP2 inh | proKLK7 act | DDE Tn7 FP inh | ADAM17 inh | PLC-gamma1 inh | ADAM10 inh | DDE Tn6 FP inh | ARFGAP1 inhibitor | LEDGF integ inh | ASAP1 GAP inh
# Record of CCOc1ccccc1C(=O)NC1CCNCC1 → -17 | -0.1 | 3 | 1 | -1 | 0 | -2 | -10 | -3 | -5
# Record of CCOC(=O)C1=C(C)NC(=O)NC1/C=C\c1ccccc1 (stereo unspecified) → 11 | -0.3 | -1 | -1 | 1 | 0 | 0 | -3 | 1 | -8
# Record of COc1ccccc1C(=O)Nc1ccc(-c2nnn(CC(=O)N3CCN(C(=O)c4ccco4)CC3)n2)cc1 → 10 | 0.5 | 3 | -2 | 0 | -10 | -8 | 21 | 0 | 5
# Record of O=C(CCCOc1ccccc1)Nc1ccc(Cl)c(S(=O)(=O)N2CCOCC2)c1 → 2 | 0.6 | 0 | 2 | -3 | 0 | -2 | -2 | -2 | 12

# Compound activity: PubChem BioAssay, The Scripps Research Institute Molecular Screening Center
